Compound activity deposited in PubChem BioAssay by National Center for Advancing Translational Sciences (NCATS).
Mito fusion act: blocks mitochondrial division or promotes mitochondrial fusion | AID 485298 | Potency, µM (doses to about 46.1 µM), inactives show at the highest dose growth rescue (activation), actives largely listed as activators | S. cerevisiae fusion-defective mutant growth rescue, CellTiterGlo 48 h | hit rate 0.23% among 320,000;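 further: potency means the concentration at half of the fitted maximal effect; % of control where 0% means no effect; nearly all actives have a fitted effect of over 45% in size; temperature-sensitive fusion mutants such as fzo1-1 at 37 °C on non-fermentable ethanol glycerol medium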
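Growth-rescue viability read-out: after 48 h at the non-permissive 37C in glycerol/ethanol YPEG, yeast mitochondrial fusion mutants are measured by CellTiterGlo luminescence; compounds (23 nl pinned per well) restoring growth score as division inhibitors or fusion activators.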
KCNH2 WT inh: KCNH2 (human, wildtype) channel inhibition. activity change, % at 1.84 µM. AID 720551. hit rate 0.37% among 340,000. Q12809. U2OS, BacMam KCNH2, thallium flux FluxOr; active compounds read low;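 active means maximum activity change below -70%; inconclusive means maximum activity change between -70% and -50%; inactive means maximum activity change above -50%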; further: on the % scale 0 is the no-effect control and ±100 the full control effect
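U2OS cells transduced with wild-type KCNH2 virus are loaded with FluxOr dye for 45 min, and thallium flux is measured in kinetic reads before and after stimulation buffer. Rate constants are normalized to DMSO controls.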
GALK inh: galactokinase (human) inhibition | hit rate 0.007% among 270,000 | Potency, µM (doses to about 57.5 µM), inactives show top-dose activity change, negative = inhibition, actives largely listed as inhibitors | P51570 | Purified GALK, Kinase-Glo residual ATP luminescence | AID 1868; further: potency means the concentration at half of the fitted maximal effect; on the % scale 0 is the no-effect control and ±100 the full control effect
Target sequence (P51570 whole entry, looked up): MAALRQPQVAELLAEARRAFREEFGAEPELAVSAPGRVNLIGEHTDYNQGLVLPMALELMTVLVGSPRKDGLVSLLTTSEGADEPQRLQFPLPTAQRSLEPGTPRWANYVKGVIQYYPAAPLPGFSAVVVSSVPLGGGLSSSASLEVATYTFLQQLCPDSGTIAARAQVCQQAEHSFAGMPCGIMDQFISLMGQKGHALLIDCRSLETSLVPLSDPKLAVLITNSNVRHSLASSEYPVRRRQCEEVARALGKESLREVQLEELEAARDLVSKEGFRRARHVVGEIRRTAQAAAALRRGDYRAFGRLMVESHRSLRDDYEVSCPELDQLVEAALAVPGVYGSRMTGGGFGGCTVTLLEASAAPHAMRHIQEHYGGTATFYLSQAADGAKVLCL
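Human GALK (5 nM) with 35 uM ATP and 100 uM galactose in 20 mM HEPES pH 8.0, 5 mM MgCl2, 60 mM NaCl, 1 mM DTT, 0.01% BSA. After 1 h at room temperature, leftover ATP was read by Kinase-Glo Plus luminescence.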
Eya2 inh: Eya2 (human) phosphatase inhibition; O00167; recombinant Eya2, OMFP fluorescence dephosphorylation (OMFP is methylfluorescein phosphate); Potency, µM (highest dose often 76.9 µM), for inactives: at the top dose activity, negative = inhibition, hits mostly inhibitors; hit rate 0.006% among 330,000; further: potency means the concentration at half of the fitted maximal effect; on the % scale 0 is the no-effect control and ±100 the full control effect
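Eya2 protein (added as 0.2 uM solution) was preincubated with compound for 10 min at ambient temperature in 50 mM HEPES pH 7.5, 50 mM NaCl, 5 uM MgCl2, 0.05% BSA, 1 mM DTT. OMFP (added at 50 uM) then reacted 10 min; fluorescence read at 485/525 nm.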
USP2a inh: blocks human ubiquitin-specific protease USP2a; O75604; USP2 core, Ub-CHOP2 coupled fluorogenic reporter, 485/531; Potency, µM (doses to about 38.3 µM), for inactives: at the top dose activity change, negative = inhibition, hits mostly inhibitors; hit rate 0.01% among 330,000; AID 463254;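 further: potency means the concentration at half of the fitted maximal effect; plate controls were DMSO wells for no effect and full inhibition by NEM control for full effect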
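Deubiquitinase activity read as fluorescence (485/531 nm) after Ub-CHOP2 cleavage activates the enterokinase reporter on its substrate; USP2 core 10nM, Ub-CHOP2 and substrate 25nM each, 30min compound preincubation then 60min RT; data normalized to NEM, curves fitted.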
Menin-MLL TR inh: menin-MLL binding inhibition, Texas Red mutant peptide. O00255. Menin + Texas Red MLL mutant peptide, fluorescence polarization. Potency, µM (series often up to 61.6 µM), for the others: at the highest dose FP activity change, negative = inhibition, usual class: inhibitors. hit rate 0.23% among 270,000; active means well fitted inhibition curve with a large enough effect in the polarisation, with a control signal flat, not every such curve was filed as active; inconclusive means small, poorly fitted or top-dose-only effect, or effect the other way, or a change in a side signal; inactive means no such curve, though single readings can be large or run the other way; the % refers to the polarisation; further: potency means the concentration at half of the fitted maximal effect; % of control where 0% means no effect; many of its hits are not listed in these tables
MBNL1 CUG block: MBNL1-poly(CUG) RNA binding inhibition. Q9NR56. hit rate 0.036% among 280,000. Potency, µM (top dose mostly 57.5 µM), for the others: at the top dose activity change, negative = inhibition, most hits filed as inhibitors. AID 2675. TR-FRET MBNL1-His/biotin-(CUG)12 binding, 665/545 ratio; active means well fitted inhibition curve with a large enough effect in the signal ratio, with a control signal flat, not every such curve was filed as active; inconclusive means small, poorly fitted or top-dose-only effect, or effect the other way, or a change in a side signal; inactive means no such curve, though single readings can be large or run the other way; the % refers to the signal ratio; further: potency means the concentration at half of the fitted maximal effect; on the % scale 0 is the no-effect control and ±100 the full control effect
Target sequence (Q9NR56 whole entry, looked up): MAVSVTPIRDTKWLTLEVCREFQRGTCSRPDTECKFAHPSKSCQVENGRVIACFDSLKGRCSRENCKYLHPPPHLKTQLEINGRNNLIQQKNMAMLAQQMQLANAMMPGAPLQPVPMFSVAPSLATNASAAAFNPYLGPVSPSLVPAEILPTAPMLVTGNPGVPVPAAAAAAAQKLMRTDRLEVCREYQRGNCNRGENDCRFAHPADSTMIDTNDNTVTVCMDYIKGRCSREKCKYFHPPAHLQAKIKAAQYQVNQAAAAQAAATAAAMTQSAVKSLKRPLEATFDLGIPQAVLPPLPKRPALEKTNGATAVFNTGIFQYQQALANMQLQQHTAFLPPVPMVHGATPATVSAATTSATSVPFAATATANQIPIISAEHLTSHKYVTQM
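TR-FRET between His-tagged MBNL1 and biotin-(CUG)12 RNA, detected with Tb anti-His antibody (0.055 ng/ul) and streptavidin-XL665 (5 nM), 60 min at room temperature. Compounds titrated 92 nM to 58 uM; 665/545 nm ratio normalized to buffer and complex controls.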
TSHR antagonist: human thyrotropin receptor antagonism; TSHR-expressing cells, TSH-stimulated cAMP HTRF, 2 h; active compounds read low; activity change, negative = inhibition, % at 11.5 µM; hit rate 0.2% among 330,000; AID 504810;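 active means activity change below a set negative limit, meaning inhibition stronger than a set level, cut at about -70% in these data; inconclusive means activity change between two set negative limits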; further: on the % scale 0 is the no-effect control and ±100 the full control effect
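TSHR-expressing cells, 200/well, pre-treated with compound, then stimulated with EC80 TSH (4nM final) for 2 hours at 37 deg C. cAMP measured by competitive HTRF: anti-cAMP cryptate antibody in lysis buffer plus cAMP-d2, read after 30 minutes at room temperature.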
Chronic BCR inh: inhibitors of chronic active B-cell receptor signaling; hit rate 0.05% among 340,000; Potency, µM (series often up to 46.1 µM), for inactives: at the top dose ratio change, negative = lower green/red ratio, usual class: inhibitors; AID 493014; ABC-DLBCL IkBa-CBG/CBR reporter, luminescence ratio, 4 h; active means well fitted inhibition curve with a large enough effect in the signal ratio, with a control signal flat, not every such curve was filed as active; inconclusive means small, poorly fitted or top-dose-only effect, or effect the other way, or a change in a side signal; the % refers to the signal ratio;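 further: potency means the concentration at half of the fitted maximal effect; plate controls were basal doxycycline-induced cells for no effect and cells given 10 µM MG132 for full effect; MG132 reads +100%, hits lower the ratio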
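TMD8 human ABC-DLBCL cells with doxycycline-inducible IκBα–green luciferase fusion and unfused red luciferase, in 0.5% FBS medium; compounds up to 46 uM, 4 h at 37C. Green/red luminescence ratio, filter-overlap corrected, fitted to concentration-response curves.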
PKM2 activator: activators of human pyruvate kinase M2. AID 1631. Potency, µM (top dose mostly 57.5 µM), inactives show at the highest dose activation, hits mostly activators. P14618. hit rate 0.34% among 260,000. purified PKM2, Kinase-Glo ATP luminescence, activation; response scale: 0% is enzyme alone, no compound; further: potency means the concentration at half of the fitted maximal effect; on the % scale 0 is the no-effect control and ±100 the full control effect; nearly all actives have a fitted effect of over 55% in size
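ATP formation by purified human PK-M2, quantified via coupled luciferase luminescence after 1 h at room temperature with 0.1 mM ADP and 0.5 mM PEP final.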
ASM inhibitor: inhibitors of human secretory acid sphingomyelinase; placental ASM, HMU-PC fluorogenic substrate, 60 min; Potency, µM (series often up to 57.5 µM), for inactives: top-dose activity change, negative = inhibition, hits mostly inhibitors; AID 504937; hit rate 0.006% among 340,000; P17405; further: potency means the concentration at half of the fitted maximal effect
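Human placenta-derived ASM enzyme was preincubated with compound for 10 minutes at room temperature, then given fluorogenic substrate HMU-PC0 (9 uM final) for 60 minutes at 37 °C; a pH 10 stop preceded fluorescence reading at Ex 386/Em 447 nm.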
The depositor's hits bear a star; i = inactive; ? = inconclusive; . = not tested or not shown; [ ] = dose if it differs, or a comment. Unless noted, the call rests on the fitted dose curve; in most records, active means well fitted curve in the direction sought with a large enough effect; inconclusive means small, poorly fitted or top-dose-only effect, or another doubt; inactive means no such curve, though single readings can be large; an effect the other way counts as inactive or inconclusive.

SMILES | Mito fusion act | KCNH2 WT inh | GALK inh | Eya2 inh | USP2a inh | Menin-MLL TR inh | MBNL1 CUG block | TSHR antagonist | Chronic BCR inh | PKM2 activator | ASM inhibitor
Cc1nc(C)c(-c2ccc(SCc3cccc(F)c3)nn2)s1 | ? | 0 | 5% | -19% | -1% | 3% | 194%[activator] | 48 | ? | 5% | -3%
Cc1ccc(N(CC(=O)NCc2ccccc2)C(=O)c2csnn2)c(C)c1 | -13% | 2 | 16% | -3% | -1% | -18% | -3% | 7 | 0% | 0% | -1%
c1ccc(-c2nc3nonc3nc2-c2ccccc2)cc1 | 1% | 0 | 9% | -2% | 4% | ? | ? | 5 | 2% | -2% | -4%
COc1ccc(Cl)cc1N1CC(C(=O)Nc2nccs2)CC1=O (configuration not stated) | 1% | -1 | 0% | . | . | 17% | -17% | . | . | -5% | 0%
Cc1ccc(-n2ncc3c2CC(C)(C)CC3NC(=O)c2cc[n+]([O-])cc2)cc1 (configuration not stated) | 3% | 9 | 5% | 9% | 1% | -21% | -12% | 7 | 5% | -2% | 3%
COC(=O)Cn1cnc(=O)c(C#N)c1/C=C/N(C)C | 2% | 10 | 2% | 17% | -3% | 9% | 0% | 7 | -1% | 0% | 4%
COc1ccc(NC(=S)NNC(=O)CCn2cc([N+](=O)[O-])cn2)cc1 | 5% | -5 | 0% | 2% | 12% | 10% | 13% | 2 | 3% | -2% | 6%
COCCNC(=O)C1CCN(Cc2cccc(OCc3ccccc3)c2)CC1 | 1% | -1 | -1% | -8% | 0% | -11% | -3% | 12 | 0% | 2% | 4%
c1ccc2c(c1)oc1c(NCCCN3CCOCC3)ncnc12 | -1% | 2 | 4% | -9% | 1% | -1% | -11% | 2 | 2% | -4% | -2%
COc1cc(NC(=O)CCc2nnc3ccc(N4CCC(C)CC4)nn23)cc(OC)c1 | 17% | 3 | 0% | 1% | 2% | -3% | 5% | 13 | -4% | -4%[0.46 µM] | -2%
O=C(Nc1ccc(C(=O)N2CCOCC2)cc1)c1cccs1 | -6% | 7 | 6% | 5% | 0% | -7% | -2% | 29 | 4% | -1% | 4%
CCCc1nnc(SCc2ccc(OC)cc2)n1N | 2% | -9 | -1% | -19% | 3% | -18% | 3% | -4 | 4% | -3% | 2%
Cc1ccc(C)c(C(=O)OCC(=O)Nc2cccc(S(=O)(=O)NC3=NCCCCC3)c2)c1 | -2% | -10 | -1% | -5% | -2% | -4% | 6% | -7 | ? | 1% | -3%
CCOC(=O)c1c(NC(=S)N2CCN(C)CC2)sc2c1CCN(C(=O)OCC)C2 | 0% | -2 | -2% | -4% | -8% | . | 9% | -10 | ? | 1% | -9%
O=C(O)/C=C/C(=O)Nc1ccc(OC(F)F)cc1 | -8% | 36 | -3% | 12% | 1% | 11% | -5% | 1 | ? | 1% | 6%
CS(=O)(=O)NCCOc1ccc(S(=O)(=O)NCCOc2ccccc2)cc1 | 1% | 3 | 0% | -17% | 5% | ? | -3% | 9 | ? | 5% | 1%
CCOc1ccc(NC(=S)Nc2ccccc2C2(C)CC2)cc1 | -2% | 6 | 0% | 7% | 4% | -1% | -7% | 1 | 2% | 0% | 5%
O=C(N/N=C/c1cn(-c2ccccc2)nc1-c1cccnc1)c1cccnc1 | 3% | 22 | 7% | 4% | -1% | -21% | 7% | -20 | ? | -3% | -4%
O=C(Oc1cccnc1)c1ccc([N+](=O)[O-])cc1 | 1% | -2 | . | 8% | 0% | 0% | ? | 0 | 9% | 2% | -2%
CCOC(=O)N1CCN(S(=O)(=O)c2ccc(C(=O)N(CCCN(C)C)c3nc4c(C)c(C)ccc4s3)cc2)CC1 | -9% | 45 | . | -12% | 1% | . | . | 6 | 1% | . | -7%
O=C(NCCCN1CCOCC1)C(=O)NCC1OCCN1S(=O)(=O)c1ccc(Br)cc1 (configuration not stated) | 2% | 9 | 4% | -4% | -2% | 6% | 1% | 1 | 9% | 0% | -1%
COc1cc(SC)ccc1C(=O)NNC(=O)C1COc2ccccc2O1 (configuration not stated) | . | -4 | . | -3% | 1% | . | . | -1 | 5% | . | -1%
COc1ccc(-c2csc3ncn(Cc4ccccc4)c(=O)c23)cc1 | -8% | -5 | -5% | -2% | -11% | -2% | 19% | -44 | ? | -8%[11.5 µM] | -2%
Cc1cc(C)nc(SC2CC(=O)N(c3ccc(C)c(C)c3)C2=O)n1 (configuration not stated) | -16% | -7 | 0% | 4% | -1% | 8% | 2% | -2 | -5% | 1% | -1%
O=C(CN1CCC(NC(=O)Cc2ccccc2)CC1)Nc1cccc2ccccc12 | -1% | 3 | -3% | -1% | 1% | 3% | 7% | 6 | 5% | 1% | -2%

(continued)
SMILES | Mito fusion act | KCNH2 WT inh | GALK inh | Eya2 inh | USP2a inh | Menin-MLL TR inh | MBNL1 CUG block | TSHR antagonist | Chronic BCR inh | PKM2 activator | ASM inhibitor
N#CC(C#N)=Cc1cc2ccccc2nc1N1CCCCC1 | 1% | -5 | -5% | 1% | -3% | ? | 16% | -4 | ? | 5% | .
Cc1noc(C)c1COC(=O)[C@H](C)NS(=O)(=O)c1ccc(Cl)c(Cl)c1 | 2% | -3 | 0% | 2% | 6% | -1% | 1% | -1 | 1% | 1% | 4%
CN1CCN(CCCNC(=O)c2ccc(/C=C3\Oc4ccccc4N(Cc4ccccc4F)C3=O)cc2)CC1 | 19% | 18 | 7% | -17% | -11% | -5% | 27% | 23 | ? | 3%[0.46 µM] | i
CC(C)CC1Nc2ncnc(N3CCCCC3)c2N(Cc2ccc(Br)cc2)C1=O (configuration not stated) | 22µM* | -7 | . | 14% | -1% | . | . | -2 | 0% | . | -1%
Cc1c(C(=O)N2CCc3ccccc3C2)oc2ccc(Br)cc12 | ? | -11 | . | 1% | -1% | . | . | -9 | 9% | . | .
COc1ccc(CNC(=O)COC(=O)c2ccc(C)c(S(=O)(=O)N3CCOCC3)c2)cc1OC | -4% | 0 | . | 10% | 1% | . | . | -13 | -5% | . | 0%
CCCOc1ccc2nc(C)c(CCC)c(SC(=N)N)c2c1 | -2% | -1 | -2% | ? | 9% | . | . | -3 | ? | -1% | 1%
CCOC(=O)CN(C(=O)c1ccccc1[N+](=O)[O-])C(C)(C)C | -6% | 6 | -3% | 10% | 1% | . | 7% | -12 | -1% | 0% | 3%
Cc1ccccc1CNC(=O)CCn1nc(C)c2c(C)n(-c3ccccc3)nc2c1=O | -4% | -6 | -4% | -3% | 4% | . | 0% | -1 | -9% | . | 0%
COc1ccc2c(c1)nc(SCC(=O)c1cccs1)n2C | -10% | 9 | . | -11% | -2% | 11% | 7% | -4 | -20% | 7% | 1%
Cc1c(NC(=O)C(C)Oc2ncnc3ccccc23)c(=O)n(-c2ccccc2)n1C (configuration not stated) | -2% | -5 | -4% | 5% | 0% | -17% | -11% | 7 | 11% | -3% | 0%
CC(C)N(Cc1nc(-c2ccccc2)no1)C(=O)CCCN1C(=O)c2ccccc2C1=O | 8% | -25 | 1% | -13% | 1% | -8% | 5% | -28 | -11% | -9% | -5%

Some of these compounds in order of their number in PKM2 activator, ascending:
Structure	PKM2 activator
Cc1c(NC(=O)C(C)Oc2ncnc3ccccc23)c(=O)n(-c2ccccc2)n1C (configuration not stated)	-3%
Cc1noc(C)c1COC(=O)[C@H](C)NS(=O)(=O)c1ccc(Cl)c(Cl)c1	1%
N#CC(C#N)=Cc1cc2ccccc2nc1N1CCCCC1	5%

An excerpt; count on the stated rates, not on these rows.
